From PubChem
PriA SSB inh = K. pneumoniae PriA-SSBct interaction inhibition; AlphaScreen SSBct-PriA binding, biotinylated peptide; inhibition, % at 33 µM; 430,000 tested, 0.6% active; in the data active = inhibition mostly above about 37%, no sharp cut-off; inactive = mostly below about 20%;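 also: plate controls were negative control peptide for no effect and reference peptide for full effect; strong numbers were not always called active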
CCHFV vOTU inh = CCHFV vOTU protease inhibition. Pep-AMC fluorescence. inhibition, % at 11.5 µM. 370,000 tested, 0.55% active. AID 651958; in the data active = inhibition above about 30%; also: 0% = vehicle wells with enzyme and 100% = no enzyme wells
Rv3671c inh = inhibitors of M. tuberculosis serine protease Rv3671c; AID 2606; inhibition, % at 5.96 µM; 320,000 tested, 0.048% active; in the data active = inhibition above about 38%;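 also: extracellular domain of Rv3671c used as enzyme; 0% = enzyme with DMSO and 100% = no enzyme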
Target sequence (P9WHR9 whole entry, looked up, the tested form may be a part): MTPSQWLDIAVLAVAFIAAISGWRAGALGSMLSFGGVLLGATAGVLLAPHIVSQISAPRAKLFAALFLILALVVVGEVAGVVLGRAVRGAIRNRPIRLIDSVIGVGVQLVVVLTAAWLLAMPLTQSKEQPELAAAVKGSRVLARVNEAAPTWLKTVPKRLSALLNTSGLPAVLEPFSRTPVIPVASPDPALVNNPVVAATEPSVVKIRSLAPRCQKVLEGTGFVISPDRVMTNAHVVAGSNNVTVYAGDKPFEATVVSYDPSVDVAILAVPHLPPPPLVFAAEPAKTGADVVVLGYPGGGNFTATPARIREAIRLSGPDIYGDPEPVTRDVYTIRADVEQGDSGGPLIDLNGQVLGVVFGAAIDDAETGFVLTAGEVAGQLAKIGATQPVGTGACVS
MazEF act = MazEF (E. coli) toxin RNase activation | activation, % at 20 µM | 350,000 tested, 0.32% active | P0AE70 | FAM/BHQ RNA-DNA oligo cleavage fluorescence, 5 h; in the data active = activation above about 50%
Target sequence (P0AE70 whole entry, looked up): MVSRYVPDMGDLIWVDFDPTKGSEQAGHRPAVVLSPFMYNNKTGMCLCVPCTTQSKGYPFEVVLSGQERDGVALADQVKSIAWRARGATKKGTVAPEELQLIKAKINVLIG
Y pestis TopoI = Y. pestis Topo-I inhibition via cleavage products; 360,000 tested, 0.064% active; Y. pestis Topo-I cleavage product accumulation, plate reader; activity, % at 10 µM; in the data active = activity above about 50%, passing the limit was not always enough; also: inactives centre near 2
Vc quorum ag = quorum light induction in luxS cqsA deficient V. cholerae | V. cholerae BH1578 lux reporter, luminescence, 6 h | activation, % at 18.7 µM | 350,000 tested, 0.16% active; in the data active = activation mostly above about 9.7%, no sharp cut-off; also: not every result past the cut was called active; inactives centre near 0; reference of the scale not given here
TcdB GH inh = inhibitors of Clostridioides difficile toxin B glycohydrolase; TcdB glycohydrolase enzymatic assay, plate reader; inhibition, % at 9.99 µM; 350,000 tested, 0.24% active; AID 652162; in the data active = inhibition above about 10%
PrPC TRFRET = reduces human prion protein on the cell surface | cell surface PrPC, TR-FRET read-out | inhibition, % at 13.8 µM | 370,000 tested, 0.43% active | AID 720596; in the data active = inhibition above about 24%; also: 0% = median of the test wells and 100% = reference compound wells
SARS 3CLpro inh = SARS-CoV 3CLpro protease inhibition | P0C6X7 | recombinant SARS-CoV 3CLpro, quenched FRET peptide cleavage | inhibition, % at 6 µM | 290,000 tested, 0.14% active; in the data active = inhibition above about 12%
DUSP3 inh = inhibitors of human VHR1 phosphatase (DUSP3); P51452; recombinant VHR phosphatase, pNPP absorbance; inhibition, % at 13.3 µM; 290,000 tested, 0.52% active; AID 1654; in the data active = inhibition above about 50%; also: some compounds called inactive have numbers as strong as hits
Target sequence (P51452 whole entry, looked up): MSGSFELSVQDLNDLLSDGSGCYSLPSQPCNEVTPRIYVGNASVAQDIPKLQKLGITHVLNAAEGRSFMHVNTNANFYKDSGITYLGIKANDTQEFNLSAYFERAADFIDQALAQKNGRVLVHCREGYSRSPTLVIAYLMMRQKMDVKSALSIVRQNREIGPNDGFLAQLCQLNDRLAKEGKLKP
* marks the source's active call; other numbers are inactive results; i = inactive; . = no result given; & = joins results of further samples.

Screens in order – PriA SSB inh, CCHFV vOTU inh, Rv3671c inh, MazEF act, Y pestis TopoI, Vc quorum ag, TcdB GH inh, PrPC TRFRET, SARS 3CLpro inh, DUSP3 inh
[1] COc1ccc(C(=O)N(C)CCOc2ccc(Cl)cc2)cc1S(=O)(=O)N1CCCC1
  ., 12, ., -2, 33, -0.4, 1.0, 4, ., .
[2] Cc1cc(C=O)c(C)c2c1[nH]c1ccccc12
  -19, 14, ., 8, -7, i, 2.0, 1, ., .
[3] CCc1ccc(-c2cc3c(=O)n(CC(=O)N4CCCCCC4)nc(C)n3n2)cc1
  7, -6, -4, 5, 3, -13, 1.2, -1, 1, 5
[4] C=CC[n+]1c(C)csc1Nc1ccc(C(=O)O)cc1
  13&-1, -4, -11, 3, -6, -0.2, -0.1, 0, -3, 15
[5] CCN(CC(=O)NC1CCS(=O)(=O)C1)C(=O)/C=C/c1cccs1 (stereo unspecified)
  -5, 10, 5, 6, 3, i, 1.1, -6, -2, 18
[6] COc1ccccc1N1C(=O)CC(=O)NC1=O
  -16, 10, -6, -98, 5, -2.2, -0.8, 9, -3, 18
[7] COc1cc(/C=N/n2nnnc2N)cc(OC)c1OC
  i, -2, 12, 4, -8, i, 0.3, -2, 0, 24
[8] O=C(O)CCC(=O)Nc1ccc(N2CCOCC2)cc1
  -5, 8, 3, 1, -5, 0.4, ., -10, -4, 15
[9] COc1ccc(C(=O)O/N=C2\C(=O)N(C)c3ccccc32)cc1
  ., -11, 5, 38, 4, i, -0.2, -3, ., .
[10] O=c1ccc(Oc2nc(N3CCCCC3)nc(N3CCCCC3)n2)n[nH]1
  0, -9, -12, -1, 4, -0.2, ., 6, -2, 21
[11] C[C@@]1([C@@H](NC(=O)c2cccs2)c2ccc(-c3ccccc3)cc2)C[C@H]1C1CCCCC1
  -13, -2, -3, 1, 9, i, -0.6, -2, -2, 1
[12] CC(=O)NS(=O)(=O)c1cccnc1Nc1ccc(Cl)cc1
  -10, 0, -3, 1, -2, 0.4, ., 3, 7, 30
[13] COc1ccc(-c2nc3n(n2)C(=O)CC(c2ccco2)S3)cc1 (stereo unspecified)
  -4, ., 1, 14, -1, -0.4, ., ., 4, -9
[14] O=C1C2C3C=CC(C3)C2C(=O)N1c1n[nH]c(-c2cccnc2)n1 (stereo unspecified)
  -1, 10, -4, -2, -4, -7.1, 1.3, 2, 4, -11
[15] O=C(CSc1ncnc2scc(-c3ccccc3)c12)Nc1ccc(C(=O)O)cc1
  -4, 1, -6, 1, 2, i, -7.8, 1, 13*, 23
[16] COc1ccccc1NC(=O)CSc1nnnn1-c1ccc(C)cc1
  -22, 4, 5, -3, 7, -0.1, ., 5, -3, 25
[17] CC(C)C(NS(=O)(=O)c1ccccc1)C(=O)OCc1cc([N+](=O)[O-])cc2c1OCOC2 (stereo unspecified)
  4, 5, -10, 6, 16, -0.4, ., -9, 1, 17
[18] NC(=O)CSc1nc2ccccc2c(=O)n1Cc1ccccc1
  -15, -8, -2, 10, 4, i, 1.7, 0, 3, 1
[19] COC(=O)C1CC(O)CN1S(=O)(=O)c1cccs1 (stereo unspecified)
  -14, -6, 9, -1, 0, -0.2, 1.2, -2, -2, 12
[20] Cc1ccc(-n2nc3c(c2NC(=O)c2c(F)cccc2Cl)CS(=O)(=O)C3)cc1C
  -8, 24, 7, -1, 11, -0.2, -0.1, -5, -4, 1
[21] O=C(CCCC(=O)Nc1cccnc1)Nc1cccnc1
  -6, 1, 11, -4, 1, i, ., -3, 9, 0
[22] Cc1ccc(C(=O)Nc2ccccc2C(=O)N2CCCCCC2)cc1
  0, 20, 7, 12, -9, i, 2.1, 8, 1, -9
[23] COc1ccc(/C=N/NC(=O)c2ccncc2)cc1Cn1nc([N+](=O)[O-])c(Br)c1C
  ., 3, -11, 7, 0, i, 2.7, -2, 1, 41
[24] O=C(Nc1cccc([N+](=O)[O-])c1)N1CCCCCC1
  -11, 11, 2, 5, -1, -0.5, 2.4, -11, 4, -8
[25] COc1ccc(C2c3ccc4ccccc4c3Oc3ncn(CCCO)c(=N)c32)cc1 (stereo unspecified)
  12, -5, -22, 11, 9, -0.8, 2.1, 4, 2, 12
[26] COc1cc2c(cc1OC)C(C(=O)NC(C)C)C1CCCCN1C2=O (stereo unspecified)
  -5, -2, -13, -6, 2, -0.2, 0.5, -5, 0, -7
[27] O=c1ccc2cc(S(=O)(=O)NCc3ccccc3)ccc2[nH]1
  -4, 4, -1, 8, 7, -1.3, 3.8, 1, -4, 17
[28] CN(c1ccccc1)c1nc(N)c([N+](=O)[O-])c(Nc2cccc(F)c2)n1
  4, -3, -5, 1, 14, -0.6, 1.0, 7, 0, -2
[29] COC(=O)c1cc(C)nc(N)c1C#N
  -1, -166, -3, 6, -2, -25, ., 2, 3, 28
[30] COc1cccc(N=c2oc3c(C)ncc(CO)c3cc2C(N)=O)c1
  -4, -6, -7, 7, -2, -0.2, ., -2, -2, 20
[31] Cc1c(Cl)cccc1NC(=O)NN1CCN(C)CC1
  8, 5, ., -30, 4, -0.8, -0.4, -6, 2, 36
[32] Cc1ccc(N2C(=O)C3C(C2=O)C(C(=O)c2ccc(Cl)cc2)N2CCCC32)cc1 (stereo unspecified)
  -17, 3, -3, -7, 0, i, ., -3, 0, 22
[33] Cc1cc(OCC(=O)OCC(=O)Nc2cc(S(=O)(=O)N3CCOCC3)ccc2Cl)ccc1Cl
  -12, 8, -5, -4, 22, -1.0, 1.2, 8, ., .
[34] COC(=O)NNC(=O)C(c1ccccc1)c1ccccc1
  -12, 9, 0, 7, -8, -0.3, 0.1, -5, ., .
[35] COc1ccc(-c2noc(-c3cccc(OC)c3OC)n2)cc1OC
  3, -7, -6, 1, 2, -0.3, 0.2, 1, 4, 19
[36] COC(CNS(=O)(=O)c1ccc(S(=O)(=O)N2CCCC2)cc1)OC
  3, -2, -19, 8, 2, -0.2, -0.3, 6, 0, 9
[37] CC(C)CN1CCC(=O)N([C@H](CSc2ccccc2)Cc2ccccc2)CC1
  -1, 15, -7, 5, 36, 1.6, 1.2, -5, -2, 1
[38] O=[N+]([O-])c1ccccc1N/N=C\c1ccccc1F
  ., -3, 11, 23, -10, -0.4, 0.4, 4, 4, 10
[39] Cc1ccc(/C=N/NC(=S)NCCc2ccccc2)s1
  ., 1, 6, 3, -2, i, 4.0, 6, 6, -10
[40] COC(=O)c1cc(C(=O)OCC(=O)N(C)C2CCS(=O)(=O)C2)cc([N+](=O)[O-])c1 (stereo unspecified)
  -13, -5, 1, -23, -5, -0.1, -0.9, 3, 4, 30
[41] COc1cccc(-n2nnnc2SCC(=O)Nc2ccc(NC(C)=O)cc2)c1
  -3, -12, -12, 3, 0, -5.6, -0.5, 4, -4, 2
[42] CS(=O)(=O)N(CC(=O)Nc1cc(Cl)ccc1Cl)c1ccccc1
  -14, 0, 0, -4, -4, -0.2, 2.5, 4, 4, -6
[43] COc1ccccc1NC(=O)N1CCN(c2ccnc3cc(Cl)ccc23)CC1
  0, -5, -1, 2, 9, 2.5, 0.0, -11, 6, 21
[44] CN1C(=O)Cc2cc(S(=O)(=O)NCCc3ccccc3)ccc21
  -7, 2, -12, 3, -8, -0.3, 0.0, -4, -1, 39
[45] CCC(C)(C)NC(=O)C(c1cccc(OC)c1)N(C(=O)c1ccn[nH]1)c1cccc(OC)c1 (stereo unspecified)
  -5, -14, 5, -10, 3, i, ., 2, 5, 32
[46] CC(=O)NC(CCS(C)(=O)=O)C(=O)Nc1ccc2c(c1)OCO2 (stereo unspecified)
  -2, -3, -8, -12, 1, -0.2, 1.1, 8, 4, -2
[47] CCn1c(=NC(=O)C2COc3ccccc3O2)sc2c(C)ccc(OC)c21 (stereo unspecified)
  -9, -8, 0, -23, -2, -0.5, 0.9, 5, 5, -13
[48] CCOc1ccccc1N(CC(=O)NCc1ccccc1)C(=O)CCC(=O)Nc1cc(C)ccn1
  1, 3, -7, 5, 15, -1.2, 0.0, 7, -2, 0
[49] COc1ccc(-c2ccc(CO)o2)cc1N
  10, -10, -4, 7, -1, 0.7, 2.0, 6, -1, 11
[50] CCCCN(CCCC)CCCNC(=O)CC1Oc2ccc(C)cc2NC1=O (stereo unspecified)
  -8, -13, 6, 1, 0, -0.2, 0.8, -6, -1, 6
[51] CC(C)n1c2ccccc2c2cc([N+](=O)[O-])ccc21
  -3, 14, -1, 14, -3, -0.4, -0.2, -4, 1, -10
[52] CCCC1NC(=O)c2cccnc2-n2c1nc1cc(F)c(F)cc1c2=O (stereo unspecified)
  ., 7, ., 1, -9, -0.1, -3.8, 4, ., .
[53] Cc1sc2nc(CSCC(=O)Nc3ccc(OC(F)F)cc3)[nH]c(=O)c2c1C
  -4, -10, 7, 0, 5, 2.0, 0.6, -1, -3, 6
[54] N/C(=N/[N+](=O)[O-])N1CCN(C(=O)c2ccc(Cl)cc2)CC1
  ., -4, 13, 6, 2, i, 1.4, 10, 3, 33
[55] CN(Cc1ccccc1)C(=O)c1cccc(C(=O)N(C)Cc2ccccc2)c1
  0, -5, -2, 5, 25, 0.9, -0.6, 6, -2, 6
[56] O=C(c1c[nH]c2ccccc12)C(F)(F)F
  -8, -9, -4, -3, -1, i, 0.5, 1, -2, -6
[57] O=[N+]([O-])c1cccnc1Oc1ccc(F)cc1F
  2, 10, 7, 6, 0, i, 0.9, -13, -3, 18
[58] CCCCCN1N=C(C)CC1=O
  5, -1, -61, 9, 3, 0.1, 0.4, -1, -5, 0
[59] O=C(Nc1ccnn1C1CCN(C(=O)c2cccc(Cl)c2)CC1)C1CCOC1 (stereo unspecified)
  -2, 0, 1, 4, -2, i, -8.4, 0, 1, 2
[60] Cc1cc(C)nc(SCc2nnc(SCC(=O)Nc3nc(-c4ccccc4)cs3)n2-c2ccccc2)n1
  -6, 12, -6, -3, 8, -25, ., -1, 4, 13
[61] COc1ccc(OC)c(NC(=O)CN2C(=O)NC3(CCOc4ccccc43)C2=O)c1 (stereo unspecified)
  -15, 9, 0, -3, -16, -1.3, ., -1, 5, 2
[62] O=C(CN1CCN(Cc2ccccc2Cl)C1=O)NCc1ccccn1
  -7, -14, 13, 2, -2, -0.6, 2.0, 10, 1, 19

Among those listed so far, these contain a COOH group:
Screens in order – PriA SSB inh, CCHFV vOTU inh, Rv3671c inh, MazEF act, Y pestis TopoI, Vc quorum ag, TcdB GH inh, PrPC TRFRET, SARS 3CLpro inh, DUSP3 inh
[4] C=CC[n+]1c(C)csc1Nc1ccc(C(=O)O)cc1
  13&-1, -4, -11, 3, -6, -0.2, -0.1, 0, -3, 15
[8] O=C(O)CCC(=O)Nc1ccc(N2CCOCC2)cc1
  -5, 8, 3, 1, -5, 0.4, ., -10, -4, 15
[15] O=C(CSc1ncnc2scc(-c3ccccc3)c12)Nc1ccc(C(=O)O)cc1
  -4, 1, -6, 1, 2, i, -7.8, 1, 13*, 23

Part of the list above, limited to Rv3671c inh, SARS 3CLpro inh and Vc quorum ag:
# | SMILES | Rv3671c inh | SARS 3CLpro inh | Vc quorum ag
46 | CC(=O)NC(CCS(C)(=O)=O)C(=O)Nc1ccc2c(c1)OCO2 (stereo unspecified) | -8 | 4 | -0.2
47 | CCn1c(=NC(=O)C2COc3ccccc3O2)sc2c(C)ccc(OC)c21 (stereo unspecified) | 0 | 5 | -0.5

This is a subset; the hit share may differ from the screen's.
